Screening results: PubChem BioAssay, Sanford-Burnham Center for Chemical Genomics
APJ ag: agonists of human apelin receptor APJ, primary screen, CHO-K1 cells, PathHunter beta-arrestin, luminescence; AID 2520, 2010; P35414; 0% DMSO wells, 100% apelin; actives 0.11% (n = 330,000); activation, % at 20 µM;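 active = activation more than six SD over the plate average, tested at 20 µM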;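 also: 0% = DMSO alone and 100% = apelin-13 at 10 nM; some results filed as inactive read as strong as hits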
Target sequence (P35414 whole entry, looked up): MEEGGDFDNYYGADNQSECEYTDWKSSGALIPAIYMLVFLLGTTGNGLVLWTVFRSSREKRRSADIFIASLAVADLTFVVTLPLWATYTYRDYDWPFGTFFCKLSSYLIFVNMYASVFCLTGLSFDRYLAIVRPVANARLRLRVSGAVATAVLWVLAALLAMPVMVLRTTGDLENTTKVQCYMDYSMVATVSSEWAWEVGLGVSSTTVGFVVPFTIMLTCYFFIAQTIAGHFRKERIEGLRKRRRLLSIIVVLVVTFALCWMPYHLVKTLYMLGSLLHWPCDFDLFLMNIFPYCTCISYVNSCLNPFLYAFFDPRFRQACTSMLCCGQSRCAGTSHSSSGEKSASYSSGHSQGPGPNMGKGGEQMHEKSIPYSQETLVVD
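Material: engineered CHO-K1 APJ arrestin reporter cells; amount: 1000 CHO-K1 reporter cells seeded per well; incubation: compound stimulation 90 min at 25 °C, detection 60 min; signal: luminescent beta-gal fragment complementation, chemiluminescent substrate; read-out basis: APJ agonist activity; controls: DMSO-only wells as negative, 10 nM Apelin-13 as positive control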
UPR CHOP act: activators of apoptotic CHOP UPR arm, primary screen, cell-based, CHO-CHOP luciferase reporter, luminescence, uHTS | activation, % at 10 µM | UPR activation; percent of tunicamycin response over DMSO baseline | actives 0.34% (n = 330,000);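 active = at 10 µM dose, activation of 40% or more, normalized to positive control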;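 also: 100% = tunicamycin at 10 µg/mL and 0% = DMSO alone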
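System: CHO CHOP reporter cells. Amount: 500 cells per well. Buffer or medium: F12 medium, 10% FBS. Compound dosing: one dose, 10 µM in 0.5% DMSO. Incubation: 6 h compound exposure at 37 °C after overnight seeding. Technique: Steady-Glo luciferase luminescence. Benchmarks: tunicamycin and DMSO controls.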
Mdm2 MdmX PPI: inhibitors of human Mdm2-MdmX association, primary screen, cell-based, luminescence, split luciferase, SaOS-2, uHTS; actives 3% (n = 330,000); inhibition, % at 8 µM; Protein Mdm4 (Homo sapiens) + E3 ubiquitin-protein ligase Mdm2 (Homo sapiens), …; SaOS-2 split-luciferase Mdm2/MdmX complementation; AID 485346, 2010;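 active = inhibition of at least 50% at 8 µM in the primary screen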
Jurkat NFkB inh: inhibitors of induced NF-kB luciferase reporter, primary screen, TCR NF-kB activation inhibitor project, cell-based, luminescence, uHTS. actives 0.53% (n = 330,000). Jurkat, PMA/ionomycin-induced NF-kB luciferase reporter. AID 435003, 2010. inhibition, % at 4 µM; in the data active = inhibition above about 50%
tim23-1 inh: growth inhibitors of tim23-1 mutant yeast, primary screen, luminescence, uHTS. S. cerevisiae tim23-1 growth, BacTiter-Glo luminescence, 24 h. inhibition, % at 20 µM. actives 1.3% (n = 330,000). AID 463212, 2010;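 active = growth inhibition of the mutant yeast at or above 50%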;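 also: temperature-sensitive mutant grown at 25 °C; plate controls were DMSO-treated mutant yeast for no effect and medium wells lacking yeast for full effect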
APJ antag: antagonists of human apelin receptor APJ, primary screen, CHO-K1 cells, beta-arrestin complementation, luminescence. AID 2521, 2010. actives 0.32% (n = 330,000). inhibition, % at 20 µM;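 active = inhibition above about 40% at 20 µM, limit read from the data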;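 also: cells challenged with 10 nM apelin-13 agonist together with compound; plate controls were apelin-13 plus DMSO wells for no effect and DMSO wells lacking apelin-13 for full effect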
697 NFkB inh: inhibitors of PMA/ionomycin-induced NF-kB reporter, 697 cells, primary screen, B-cell NF-kB inhibitor project, cell-based, luminescence, uHTS; 697 B-cell NF-kB luciferase reporter, 16 h; inhibition, % at 4 µM; actives 0.33% (n = 330,000); in the data active = inhibition above about 35%
XBP1 UPR activ: activators of adaptive XBP1 UPR arm, primary screen, cell-based, CHO-XBP1 luciferase reporter, luminescence, uHTS | IRE1-XBP1 UPR activation; percent of tunicamycin response, DMSO as zero | activation, % at 20 µM | actives 0.33% (n = 330,000) | AID 463104, 2010;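 active = versus positive control, 20 µM dose yields 30% or more activation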;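 also: 100% = tunicamycin at 10 µg/mL and 0% = DMSO only wells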
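Material: CHO cell line with stable XBP1 luciferase reporter; buffer or medium: F12 medium containing 10% fetal bovine serum; compound: single point, 20 µM final compound, 1% DMSO; incubation: 6 h treatment, 37 °C; measured by: glow luminescence from Steady-Glo reagent; evaluation: activation, % of tunicamycin; control set: tunicamycin high, DMSO low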
* marks the source's active call; other numbers are inactive results; nt = no result given.

SMILES | APJ ag | UPR CHOP act | Mdm2 MdmX PPI | Jurkat NFkB inh | tim23-1 inh | APJ antag | 697 NFkB inh | XBP1 UPR activ
CC1C(=O)C(C)C(c2cccs2)NC1c1cccs1 (configuration not stated) | -4 | -0.8 | 3 | -25 | -18 | 14 | -39 | 0
COC(=O)c1c(N)sc(C(=O)NCCc2ccccc2)c1C | -1 | -10 | 65* | -18 | 13 | -2 | -103 | -11
CC(=O)Nc1ccccc1NC(=O)C/C(C)=N/NC(=O)C1CCCCC1 | -1 | 0.4 | 14 | 0 | 6 | 16 | 14 | 1
COc1ccc(C(=O)N/N=C(\C)CC(=O)N2CCN(C=O)CC2)cc1 | -1 | -1.0 | -19 | 4 | -7 | -6 | 3 | -2
NNC(=O)c1ccc(-c2cccc([N+](=O)[O-])c2)o1 | 1 | -0.8 | 22 | 7 | 10 | -7 | 4 | 6
CC(C)(C)OC(=O)N/N=C/c1cc(N=Nc2ccccc2)ccc1O | -3 | 4.1 | 30 | -4 | -12 | 22 | -27 | 1
CC(C)Oc1ccc(-c2nc(NCC3CCCO3)c3ccccc3n2)cc1 (configuration not stated) | 1 | 4.5 | 19 | -9 | 34 | 8 | -26 | 5
COc1ccc(N2CCN(C(=O)CSc3ccc(C)cc3)CC2)cc1 | -3 | 0.8 | -20 | 11 | 5 | 3 | 11 | 0
S=c1[nH]nc(CCc2ccc(Cl)cc2)o1 | -4 | -0.6 | 16 | -2 | 8 | 9 | 2 | 2
CSc1ncc(OCc2ccccc2)c(=O)[nH]1 | -4 | 0.6 | -10 | 1 | -1 | -11 | -3 | -4
S=C(NCCc1ccccn1)NC1CCCCC1 | 3 | 4.1 | -29 | -23 | 10 | -13 | -45 | 4
c1ccc2c(c1)oc1c(Nc3ccc(CN4CCOCC4)cc3)ncnc12 | 2 | -1.0 | -50 | -155 | -21 | -15 | -141 | -6
O=C(OC(C(=O)NCc1ccco1)c1ccc(Cl)cc1)c1cccs1 (configuration not stated) | -2 | 1.7 | -13 | 5 | 12 | 1 | 17 | -1
O=C(Nc1ccc(N2CCN(C(=O)c3cccs3)CC2)cc1)c1ccco1 | 1 | 0.8 | 5 | 9 | 12 | 15 | 11 | -7
O=C(CSc1nnc2ccc(-c3ccc(F)cc3)nn12)N1CCCC1 | -3 | 0.0 | 18 | 0 | 13 | -16 | 10 | -1
Cc1noc(C)c1COc1ccc(C(=O)Nc2ncccc2O)cc1 | -6 | 1.5 | 13 | 1 | 7 | -1 | -1 | 1
CS(=O)(=O)N1CCN(CC2CC3C=CC2C3)CC1 (configuration not stated) | 1 | 0.7 | 8 | 3 | -1 | -15 | 10 | -2
CC(C)CCNC(=O)c1ccc(Cl)c(NC(=O)c2ccccc2F)c1 | -4 | -2.5 | -3 | 17 | -7 | 9 | 25 | 6
O=C(NNC(=S)NCc1ccccc1)c1ccc(Br)o1 | -4 | 1.4 | -3 | -6 | 13 | -4 | 8 | -1
C#CCOCCOCCOCCNc1nc(N2CCN(C(=O)[C@H]([C@@H](C)CC)n3cc([C@@H](N)Cc4ccc(O)cc4)nn3)CC2)nc(N2CCN(C(=O)[C@H](Cc3ccc(O)cc3)n3cc([C@@H](N)CC(C)C)nn3)CC2)n1 | -5 | -0.2 | -1 | -13 | 15 | 7 | -11 | 4
Clc1cccc(CN2CCN(c3nc4nonc4nc3NC3CC3)CC2)c1 | -5 | -0.9 | 15 | -2 | -1 | -9 | 19 | -1
CC(=O)N1CCSc2ccc(S(=O)(=O)NCc3ccccc3)cc21 | 2 | -1.5 | -41 | 6 | 13 | 4 | -26 | -4
COc1ccc(C2CCCN2C(=S)Nc2cccc(C)c2)cc1OC (configuration not stated) | -5 | -2.1 | -15 | 7 | 22 | 23 | 0 | -2
CCOC(=O)c1ccc(-c2ccc(C3Nc4ccccc4C(=O)N3O)o2)cc1 (configuration not stated) | -1 | 1.0 | 72* | 3 | 34 | 6 | -64 | -1
COc1ccc(C2C(C(=O)OCC(=O)NC(C)(C)C)CCC(=O)N2c2ccc(C)cc2)cc1OC (configuration not stated) | -2 | 0.6 | -13 | -6 | 5 | -3 | -11 | 1
CN(CCC#N)S(=O)(=O)c1ccc2c(c1)c(=O)n(C)c(=O)n2C | 3 | 0.7 | 27 | 10 | 14 | 6 | 5 | 1
COc1ccc(N(CC(=O)Nc2ccc3c(c2)OCO3)S(=O)(=O)c2ccc(F)cc2)cc1 | -3 | -0.1 | 18 | 0 | 8 | -2 | 10 | -2
O=C(C(c1ccccc1)c1ccccc1)N1CCC(c2nc(-c3ccccc3Cl)no2)CC1 | -4 | 3.1 | 13 | -11 | 18 | -21 | 11 | 0
O=C(CSc1nnnn1-c1cccnc1)Nc1ccc(OCc2ccccc2)cc1 | 0 | -1.5 | 20 | 0 | 24 | 20 | 3 | -3
CC(C)N(C(=O)[C@H]1C[C@H](CC(=O)NC(C)(C)C)C(=O)N2CCc3c([nH]c4cc(-c5ccco5)ccc34)[C@]12C)C(C)C | nt | 4.5 | 25 | nt | 36 | nt | 4 | 5
CCOc1ccc2oc(C(=O)O)c(C)c2c1 | -1 | 0.9 | -15 | 13 | -4 | -14 | 25 | -1
Cc1cc(C(C)(C)C)cc(C)c1S(=O)(=O)N1CC(=O)Nc2ccccc21 | -5 | 0.2 | 12 | 0 | 38 | 3 | 6 | -2
O=S(=O)(c1ccccc1)n1ccc2ccccc21 | -1 | -0.4 | 6 | 1 | 5 | 8 | -18 | 0
COc1ccc(CC(NC(C)=O)C(=O)NC2CCN(c3nc(C)cc(C)c3C#N)CC2)cc1OC (configuration not stated) | -4 | 1.6 | 15 | 2 | 3 | -18 | -7 | 1
CCc1cc(=O)[nH]c(SCC(=O)N2CCC(Cc3ccccc3)CC2)n1 | 5 | 0.0 | 18 | -1 | 4 | -35 | -13 | -1
COc1cc(C#Cc2c(C=O)n(C)c3ccccc23)cc(OC)c1 | -3 | 5.6 | 66* | -5 | 22 | -1 | -10 | 0
COCC(=O)NCc1nc2ccccc2n1Cc1ccccc1F | -6 | -0.5 | 11 | -3 | 6 | 12 | -5 | -1
COc1ccc(OC)c(S(=O)(=O)NC2CCCCNC2=O)c1 (configuration not stated) | -2 | 0.8 | 16 | -15 | 11 | 12 | -8 | -1
CCN(C(=O)COC(=O)c1ccc([N+](=O)[O-])o1)C1CCCCC1 | 5 | 3.3 | 13 | 0 | 32 | 4 | 14 | 0
Cc1ccc(C(=O)CSc2ccc(-c3ccccc3)nn2)cc1 | 0 | 2.7 | -2 | -2 | 16 | 0 | -4 | -2

A different layout for part of the listing above:
Compound: COc1ccc(CC(NC(C)=O)C(=O)NC2CCN(c3nc(C)cc(C)c3C#N)CC2)cc1OC (configuration not stated)
  APJ ag = -4	UPR CHOP act = 1.6	Mdm2 MdmX PPI = 15	Jurkat NFkB inh = 2	tim23-1 inh = 3	APJ antag = -18	697 NFkB inh = -7	XBP1 UPR activ = 1
Compound: CCc1cc(=O)[nH]c(SCC(=O)N2CCC(Cc3ccccc3)CC2)n1
  APJ ag = 5	UPR CHOP act = 0.0	Mdm2 MdmX PPI = 18	Jurkat NFkB inh = -1	tim23-1 inh = 4	APJ antag = -35	697 NFkB inh = -13	XBP1 UPR activ = -1

(further entries)
SMILES | APJ ag | UPR CHOP act | Mdm2 MdmX PPI | Jurkat NFkB inh | tim23-1 inh | APJ antag | 697 NFkB inh | XBP1 UPR activ
CCn1cc(S(=O)(=O)NCCc2ccccc2OC)cn1 | -2 | -1.5 | 20 | -3 | -6 | -9 | 17 | -7
CCOc1cc(C(=O)NCCOC)cc(OCC)c1OCC | 0 | -0.9 | 8 | 2 | 20 | 1 | -3 | 0
O=C(NCC1CCCCC1)C1CCN(C(=O)NC2CCCCC2)CC1 | -2 | -2.0 | -20 | -5 | 2 | 1 | -12 | -2
Cc1ccc2c(CN3C(=O)NC(C)(c4ccc5c(c4)OCO5)C3=O)cc(=O)oc2c1 (configuration not stated) | 1 | -0.1 | -11 | -26 | 21 | -20 | 2 | 0
CC1CCCN(CCCNC(=O)c2nn(C)c3c2CSc2ccccc2-3)C1 (configuration not stated) | 0 | 1.2 | 37 | 8 | 7 | -38 | -11 | 0
CC(C)(C)[C@H]1COC(=O)[C@H](Cc2ccc(F)cc2)CC/C=C/C[C@@H](CC(=O)N[C@H](CO)Cc2ccccc2)C(=O)N1 | 5 | -1.4 | -25 | -27 | 10 | 5 | -53 | 1
COc1ccc(NC(=O)Nc2ccc(CC(=O)O)cc2)cc1 | -1 | -0.2 | 19 | 18 | 4 | 22 | 12 | 0
C=CCc1c(C)nc2ccc(C(=O)OCC)cc2c1Cl | -4 | 3.7 | 3 | -9 | 24 | -2 | -2 | -2
C/C(Cc1ccccc1)=N\NC(=O)CNC(=O)c1ccccc1 | 3 | -1.1 | 15 | -10 | 5 | 7 | -16 | -1
O=C(Nc1ccc(S(=O)(=O)NC2=NCCCCC2)cc1)C1COc2ccccc2O1 (configuration not stated) | 3 | 1.9 | -34 | 2 | 13 | -4 | -4 | -1
C=CCNC(=S)NNC(=O)c1cccnc1 | -2 | 0.1 | 5 | 3 | 8 | 11 | 0 | -2
CCN(C(=O)CSc1nnc(-c2ccccc2Br)o1)C1CCS(=O)(=O)C1 (configuration not stated) | -3 | 0.8 | 18 | -3 | -1 | -4 | 10 | 4
CCC(=O)Nc1cccc(NC(=O)CSc2nnc(-c3ccc(NS(C)(=O)=O)cc3)n2CC)c1 | -2 | -0.6 | 18 | 7 | 11 | 18 | 15 | -1
O=C(C1=C[C@@H](c2ccc(C(F)(F)F)cc2)C[C@@H](OCCCCO)O1)N1CCCCCCC1 | -2 | -0.4 | 19 | -4 | 28 | 4 | -3 | -2
COc1ccc(-c2csc(NC(=S)NC(=O)/C=C/c3ccccc3)n2)cc1Br | -6 | 5.4 | 55* | 12 | 2 | 7 | -35 | 160*
CCn1c(CSCc2ccccc2)n[nH]c1=S | -3 | 0.2 | -4 | 11 | 8 | 4 | -21 | 2
CN(Cc1cn[nH]c1-c1cc2ccccc2o1)CC1CCOCC1 | -3 | -0.4 | -24 | -1 | 5 | 19 | -8 | -1
COc1ccc(CCN(C(=O)c2cccc(F)c2)C2CC(=O)N(c3ccc(OC)cc3)C2=O)cc1 (configuration not stated) | -1 | 0.2 | 7 | 24 | 33 | 15 | 9 | -3
O=C1c2ccccc2C(O)N1c1ccc(Cl)cc1 (configuration not stated) | 4 | 4.4 | 6 | -15 | 11 | -3 | -9 | 6

In the list so far, three contain bromine.
SMILES | APJ ag | UPR CHOP act | Mdm2 MdmX PPI | Jurkat NFkB inh | tim23-1 inh | APJ antag | 697 NFkB inh | XBP1 UPR activ
O=C(NNC(=S)NCc1ccccc1)c1ccc(Br)o1 | -4 | 1.4 | -3 | -6 | 13 | -4 | 8 | -1
CCN(C(=O)CSc1nnc(-c2ccccc2Br)o1)C1CCS(=O)(=O)C1 (configuration not stated) | -3 | 0.8 | 18 | -3 | -1 | -4 | 10 | 4
COc1ccc(-c2csc(NC(=S)NC(=O)/C=C/c3ccccc3)n2)cc1Br | -6 | 5.4 | 55* | 12 | 2 | 7 | -35 | 160*
